BH1578 lux ind: induces V. cholerae light production without autoinducers; V. cholerae BH1578 lux reporter, luminescence, 6 h; activation, % at 18.7 µM; actives 0.16% (n = 350,000); in the data active = activation mostly above about 9.7%, no sharp cut-off; inconclusive = no clear call, values can overlap the other calls; inactive = mostly below about 3.7%; note: not every result past the cut was called active; inactives centre near 0; reference of the scale not given here
SARS 3CLpro inh: SARS-CoV 3CLpro protease inhibition; P0C6X7; recombinant SARS-CoV 3CLpro, quenched FRET peptide cleavage; inhibition, % at 6 µM; actives 0.14% (n = 290,000); in the data active = inhibition above about 12%
Y pestis TopoI: blocks Yersinia pestis topoisomerase I activity. activity, % at 10 µM. actives 0.064% (n = 360,000). Y. pestis Topo-I cleavage product accumulation, plate reader; in the data active = activity above about 50%, passing the limit was not always enough; inconclusive = no clear call, values can overlap the other calls; note: inactives centre near 2
BoNT A protease: inhibitors of Botulinum neurotoxin A light chain protease; multiplex microsphere protease substrate cleavage, flow cytometry; inhibition, % at 10 µM; actives 0.17% (n = 360,000); note: plate controls were buffer without enzyme for full effect and enzyme alone for no effect
SSB-PriA inh: K. pneumoniae PriA-SSBct interaction inhibition | actives 0.6% (n = 430,000) | AlphaScreen SSBct-PriA binding, biotinylated peptide | inhibition, % at 33 µM; in the data active = inhibition mostly above about 37%, no sharp cut-off; inactive = mostly below about 20%;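 note: plate controls were negative control peptide for no effect and reference peptide for full effect; strong numbers were not always called active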
TcdB GH inh: TcdB glycohydrolase inhibition. P18177. TcdB glycohydrolase enzymatic assay, plate reader. inhibition, % at 9.99 µM. actives 0.24% (n = 350,000). AID 652162; in the data active = inhibition above about 10%
PrPC surface inh: reduces human prion protein on the cell surface; P04156; cell surface PrPC, TR-FRET read-out; inhibition, % at 13.8 µM; actives 0.43% (n = 370,000); in the data active = inhibition above about 24%; note: 0% = median of the test wells and 100% = reference compound wells
Anthrax LF prot: anthrax lethal factor protease inhibition. P15917. multiplex microsphere protease cleavage assay, LF. inhibition, % at 10 µM. actives 0.12% (n = 360,000); note: plate controls were buffer without enzyme for full effect and enzyme alone for no effect
Target sequence (P15917 whole entry, looked up): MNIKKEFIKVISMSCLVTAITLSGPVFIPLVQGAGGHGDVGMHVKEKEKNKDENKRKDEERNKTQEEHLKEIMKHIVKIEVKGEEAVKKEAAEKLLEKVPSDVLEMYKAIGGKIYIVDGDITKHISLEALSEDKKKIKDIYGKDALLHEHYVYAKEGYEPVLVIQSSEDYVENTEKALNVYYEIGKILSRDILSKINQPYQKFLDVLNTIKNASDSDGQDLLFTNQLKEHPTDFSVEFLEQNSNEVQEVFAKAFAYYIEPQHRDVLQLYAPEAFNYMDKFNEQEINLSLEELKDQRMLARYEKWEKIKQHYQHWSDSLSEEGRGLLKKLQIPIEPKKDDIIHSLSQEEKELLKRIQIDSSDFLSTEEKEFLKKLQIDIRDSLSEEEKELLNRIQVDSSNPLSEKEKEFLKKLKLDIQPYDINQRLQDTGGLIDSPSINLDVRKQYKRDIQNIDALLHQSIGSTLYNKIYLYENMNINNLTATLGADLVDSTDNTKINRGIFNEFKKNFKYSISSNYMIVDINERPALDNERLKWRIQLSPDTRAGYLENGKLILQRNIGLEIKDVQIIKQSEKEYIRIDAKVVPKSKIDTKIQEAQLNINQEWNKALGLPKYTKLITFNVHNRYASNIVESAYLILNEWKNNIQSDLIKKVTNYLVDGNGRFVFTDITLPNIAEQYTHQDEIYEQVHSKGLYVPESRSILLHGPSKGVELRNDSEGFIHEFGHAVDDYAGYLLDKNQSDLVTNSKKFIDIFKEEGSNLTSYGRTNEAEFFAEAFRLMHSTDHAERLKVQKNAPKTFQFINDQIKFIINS
PfHsp40 yeast: compounds rescuing yeast from Plasmodium falciparum HSP40 toxicity | actives 0.68% (n = 340,000) | growth rescue, % at 12.5 µM | S. cerevisiae expressing PfHsp40, growth rescue, ATP luminescence | AID 504582; in the data active = growth rescue above about 28%, passing the limit was not always enough; inconclusive = no clear call, values can overlap the other calls;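 note: yeast W303a lacking pdr1 and pdr3 grown in galactose medium; growth measured after three days at 30 °C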
* hit, by the source's call; i = inactive; ? = inconclusive; · = no result given; & = joins results of further samples. Cut-off read from the data, not from the text of the source, unless noted: active = inhibition above about 30%; inconclusive = no clear call, values can overlap the other calls; inactive = below that. Not all compounds are listed, so the mix of outcomes need not match the whole.

SMILES | BH1578 lux ind | SARS 3CLpro inh | Y pestis TopoI | BoNT A protease | SSB-PriA inh | TcdB GH inh | PrPC surface inh | Anthrax LF prot | PfHsp40 yeast
CC(C)(C)c1nc[nH]c(=O)c1Br | -0.4 | 3 | 2 | 0.3 | -5 | 0.7 | -10 | -1 | -1.0
CCOc1ccc(/C=C2/Sc3ccc(C(=O)N4CCOCC4)cc3N(C)C2=O)cc1OC | 0.3 | 6 | 24 | 2.3 | 0 | 0.0 | -9 | -1 | 2.0
O=C(NC1CCCc2c1cnn2-c1ccccc1F)c1ccccn1 (stereo unspecified) | 1.1 | -2 | 5 | · | 3 | 0.5 | -4 | · | -0.2
CCCCc1ccc(NC(=S)N2CCN(C(=O)c3ccco3)CC2)cc1 | i | 3 | 31 | -1.5 | 10 | -1.7 | -4 | -1 | 4.4
CCOC(=O)C1=C(C)Nc2nc(SCC(=O)OC)nn2C1c1cc(F)cc(F)c1 (stereo unspecified) | -1.0&-0.3 | -1 | 5&-5 | -0.9&-0.2 | -6&-15 | -2.1 | -1&5 | -8&-1 | 0.5&-0.4
CCCCN(C)CCCNC(=O)c1cn(CC)c2ccc(S(=O)(=O)N3CCOCC3)cc2c1=O | -0.5 | 1 | 2 | -1.1 | -11 | -0.4 | 1 | 0 | 0.7
COc1ccccc1/C=C/C=N/n1c(-c2ccccc2)n[nH]c1=S | -0.2 | 4 | 0 | 0.3 | · | -0.7 | 5 | -10 | -0.1
O=C(O)CCC(=O)NNC(=O)c1ccc([N+](=O)[O-])cc1 | -0.2 | -6 | -2 | -1.2 | 5 | 0.8 | -17 | 2 | -0.5
Cc1ccc2[nH]cc(CCNC(=O)Nc3ccccc3)c2c1 | i | 6 | 0 | -3.0 | 8 | · | 10 | 0 | -0.2
COn1c(SCc2ccc(Cl)cc2)nc2ccccc2c1=O | -1.4 | -2 | -3 | ? | -1 | · | -5 | -12 | -0.5
COCOc1cc(O)c2c(=O)c(OCOC)c(-c3ccc(OCOC)c(OCOC)c3)oc2c1 | -0.1 | · | 5 | 0.0 | 0 | 0.8 | -7 | 2 | 4.7
Cc1ccc2c(c1)nnn2C1CCN(S(=O)(=O)c2ccc3ccccc3c2)CC1 | i | 2 | 35 | -1.1 | -1 | · | 5 | -1 | -0.6
COC(=O)CSc1nc2ccc(C)cc2cc1C#N | -0.5 | 3 | -2 | 0.1 | -19 | 0.6 | 4 | -4 | 1.6
CC(=O)N/N=C(\C)C1COc2ccccc2O1 (stereo unspecified) | -1.1 | -3 | -4 | -2.9 | · | 2.1 | 6 | -11 | -0.6
CN(C)S(=O)(=O)c1cccc(NC(=S)NN=C(Cc2ccccc2)Cc2ccccc2)c1 | -1.9 | 0 | -1 | 0.0 | -1 | 3.3 | 9 | 1 | -0.4
S=C(c1ccc(-c2ccc(Cl)cc2)o1)N1CCCCC1 | i | 3 | 36 | 0.7 | 25 | · | -6 | -2 | 1.2
Cc1ccc(OCC(=O)NCc2ccc3c(c2)OCO3)c([N+](=O)[O-])n1 | 0.6 | 0 | -2 | -0.3 | 3 | 0.6 | -14 | -4 | 0.6
O=C(CC(O)(c1ccccc1)C(F)(F)F)c1cccs1 (stereo unspecified) | -14 | -1 | -8 | -0.1 | -5 | -0.2 | 0 | -4 | 0.7
Cc1ccc(N2CC(c3nc4ccccc4[nH]3)CC2=O)c(C)c1 (stereo unspecified) | -1.6 | -2 | -3 | -0.7 | 0 | 0.8 | -3 | 5 | 1.8
CCCC(=O)Nc1ccccc1NC(C)=O | 11 | 0 | 4 | 1.1 | -4 | · | -7 | 2 | -0.8
Fc1ccc(-c2ccc(/C=N/n3cnnc3)o2)cc1 | -0.5 | -4 | 2 | -0.3 | · | 1.9 | -3 | -4 | 0.6
Cc1cc(C)nc(NC(=O)C(C)C)n1 | · | -3 | -1 | 0.2 | -10 | 0.5 | 1 | -3 | 4.1
Cc1c(NC(=S)NC(=O)c2cc3ccccc3o2)c(=O)n(-c2ccccc2)n1C | i | 0 | 5 | -0.2 | -10 | 2.3 | 3 | 1 | -0.5
Cc1cc(C(C)(C)C)cc(S(=O)(=O)Nc2cccc(C(=O)O)c2)c1C | 2.4 | 9 | 4 | 3.8 | -24 | -2.3 | -5 | -10 | 0.4
CCC(C)Nc1nc2c(c(=O)[nH]c(=O)n2C)n1CCCc1ccccc1 (stereo unspecified) | -0.5 | -3 | 7 | 0.3 | 5 | 1.2 | 4 | 6 | 0.1
Cc1cc(OC(=O)N(C)C)nc2c1c(C)nn2C | i | 1 | -7 | 0.1 | -5 | -0.9 | 3 | -6 | -0.7
CCc1nc2c(OCc3cccc(Cl)c3)cccn2c1N(C)C(=O)c1ccc(OC)cc1 | -0.6 | · | 19 | 0.1 | · | 0.4 | 13 | -2 | ·
O=C(CN1CCC(n2nnc3cc(F)ccc32)CC1)NC1CC1 | -3.2 | 3 | 6 | 0.2 | 14 | · | -4 | -2 | -0.8
Clc1ccc(Oc2nnnn2-c2ccccc2)cc1 | i | -1 | 3 | -0.4 | -58 | · | 9 | -1 | -0.2
CC(=O)Nc1nnc(SCC(=O)NCc2ccc3c(c2)OCO3)s1 | -1.6 | 1 | 7 | 0.8 | 8 | 0.0 | 3 | -2 | -1.1

The list goes on, starting with the last 2 of the part before.
SMILES | BH1578 lux ind | SARS 3CLpro inh | Y pestis TopoI | BoNT A protease | SSB-PriA inh | TcdB GH inh | PrPC surface inh | Anthrax LF prot | PfHsp40 yeast
Clc1ccc(Oc2nnnn2-c2ccccc2)cc1 | i | -1 | 3 | -0.4 | -58 | · | 9 | -1 | -0.2
CC(=O)Nc1nnc(SCC(=O)NCc2ccc3c(c2)OCO3)s1 | -1.6 | 1 | 7 | 0.8 | 8 | 0.0 | 3 | -2 | -1.1
O=C(Nc1ccccc1O)c1ccc(C(=O)c2ccccc2)o1 | i | -1 | -6 | -3.4 | -5 | 1.4 | -24 | -9 | -0.8
CCCCC(=O)NC(NC(=S)N1CCOCC1)C(Cl)(Cl)Cl (stereo unspecified) | -0.6 | -1 | -8 | ? | -18 | 0.3 | 4 | -2 | -0.1
COc1ccc(-c2sc(NC(=O)c3ccc(C)cc3)nc2-c2ccc([N+](=O)[O-])cc2)cc1 | -6.6 | -1 | -8 | 19 | 4 | · | 1 | 27 | -0.8
COC(=O)c1ccc(N2C(=O)Nc3ccccc3N2O)cc1 | -0.2 | 1 | -5 | -0.2 | -8 | 1.1 | 5 | 1 | 0.1
Cc1ccccc1NC(=S)N1CCCC1 | -0.3 | -1 | -3 | -0.3 | -7 | · | 4 | 1 | -1.0
CCc1cc2c(COC(=O)c3cccc(NS(C)(=O)=O)c3)cc(=O)oc2cc1O | -0.1 | 6 | -2 | -1.4 | 2 | 0.4 | -1 | 0 | 0.4
CON=C1C=C(C)C(=O)C(C)=C1C | 2.2 | · | 6 | 0.2 | -14 | 0.2 | 3 | -2 | -1.6
CCC1=NC(c2ccc(Br)cc2)N(O)C1(C)C (stereo unspecified) | -0.4 | 2 | -2 | -0.9 | -4 | 0.3 | 2 | 0 | -0.2
COc1cccc2c(Cl)c(CC=C(Cl)Cl)c(C)nc12 | i | 4 | -2 | -0.2 | 2 | 0.4 | 0 | -3 | 3.0
Cc1cc(C)cc(NC(=O)C(=S)NCc2ccccc2)c1 | i | 1 | 5 | -0.4 | -5 | 1.7 | 7 | -4 | 1.8
CCOc1ccc(NC(=O)CSC2=C(C#N)C(c3ccc4c(c3)OCO4)CC(=O)N2)cc1 (stereo unspecified) | · | -2 | -1 | 1.2 | 1 | · | 5 | 0 | 0.2
Cc1ccc(Cn2ccc(NC(=O)c3cc(C4CC4)on3)n2)cc1 | i | -1 | 17 | -0.4 | -22 | 0.5 | -1 | -4 | -0.9
O=C(Nc1cccc(F)c1)c1cc(S(=O)(=O)N2CCC(C(=O)O)CC2)ccc1F | i | -5 | -8 | -0.1 | -2 | · | -5 | -3 | -0.6
COc1cc(/C=N/NC(=O)c2cc3ccccc3[nH]2)ccc1O | i | -9 | -16 | -1.8 | · | 7.0 | -8 | 2 | -0.4
COc1ccc(CNC(=O)c2csc(Cc3ccccc3)n2)cc1 | -25 | -3 | 39 | -0.1 | -26 | · | -2 | -2 | 1.4
O=C1C=C(NCCc2cc(Br)c(O)c(Br)c2)C(=O)c2ncccc21 | 1.9 | · | -13 | 0.0 | 61 | -1.3 | -33 | -4 | 1.3
Cc1ccccc1S(=O)(=O)Cc1ccc(C(=O)NCc2ccccc2)o1 | -4.2 | 0 | 9 | -1.5 | -2 | -3.4 | -2 | -2 | -2.4
COc1cccc(C(=O)CSc2nnc(-c3ccco3)n2CC2CCCO2)c1 (stereo unspecified) | -0.4 | -1 | 18 | -1.1 | -7 | · | -2 | -3 | -0.7
COc1ccc(/C=N\N=C2/SC(CC(=O)O)C(=O)N2c2ccc(O)cc2)cc1OC (stereo unspecified) | -0.2 | 2 | 3 | 0.6 | · | · | -6 | 1 | -1.5
Nc1nc(-c2cc3ccccc3o2)cs1 | -0.8 | 2 | 3 | 0.0 | 3&-5 | -0.2 | -6 | -1 | 1.6
CN(C)c1ccc(-c2nc3cnccn3c2Nc2ccc3c(c2)OCCO3)cc1 | -0.4 | 0 | 1 | -0.2 | 9 | -0.3 | 10 | 3 | -2.2
Cc1ccc(C(=O)C2(C)C3c4cc(Br)ccc4OC(=O)C32C(=O)c2ccco2)cc1 (stereo unspecified) | i | 2 | 9 | 0.1 | -6 | · | 2 | -5 | 0.6
CCn1c(SCC(=O)c2ccc(OC)cc2)nnc1C(C)NC(=O)c1ccc(OC)cc1 (stereo unspecified) | -0.6 | -5 | 14 | -0.1 | -7 | · | -5 | -1 | 0.5
CCC(C)NC(=O)CN(c1cc(C)cc(C)c1)S(=O)(=O)c1c(C)[nH]c(=O)[nH]c1=O (stereo unspecified) | -0.7 | 3 | 2 | -0.4 | -1 | 2.0 | -6 | 2 | 1.4
CCc1nc(=O)c(-c2ccccc2)c(C)n1-c1ccccc1 | -2.2 | -1 | 0 | -0.4 | -16 | -1.0 | -4 | 8 | 0.2
Cc1ccc(OCCC(=O)N(Cc2ccccc2)c2c(N)n(Cc3ccccc3)c(=O)[nH]c2=O)cc1 | i | · | 26 | 0.8 | -5 | -0.5 | 6 | 0 | 0.2

Part of the list above, with two lines to a compound.
Each structure is followed by: BH1578 lux ind, SARS 3CLpro inh, Y pestis TopoI, BoNT A protease, SSB-PriA inh, TcdB GH inh, PrPC surface inh, Anthrax LF prot, PfHsp40 yeast
Nc1nc(-c2cc3ccccc3o2)cs1
→ -0.8, 2, 3, 0.0, 3&-5, -0.2, -6, -1, 1.6
CN(C)c1ccc(-c2nc3cnccn3c2Nc2ccc3c(c2)OCCO3)cc1
→ -0.4, 0, 1, -0.2, 9, -0.3, 10, 3, -2.2
Cc1ccc(C(=O)C2(C)C3c4cc(Br)ccc4OC(=O)C32C(=O)c2ccco2)cc1 (stereo unspecified)
→ i, 2, 9, 0.1, -6, ·, 2, -5, 0.6
CCn1c(SCC(=O)c2ccc(OC)cc2)nnc1C(C)NC(=O)c1ccc(OC)cc1 (stereo unspecified)
→ -0.6, -5, 14, -0.1, -7, ·, -5, -1, 0.5
CCC(C)NC(=O)CN(c1cc(C)cc(C)c1)S(=O)(=O)c1c(C)[nH]c(=O)[nH]c1=O (stereo unspecified)
→ -0.7, 3, 2, -0.4, -1, 2.0, -6, 2, 1.4
CCc1nc(=O)c(-c2ccccc2)c(C)n1-c1ccccc1
→ -2.2, -1, 0, -0.4, -16, -1.0, -4, 8, 0.2
Cc1ccc(OCCC(=O)N(Cc2ccccc2)c2c(N)n(Cc3ccccc3)c(=O)[nH]c2=O)cc1
→ i, ·, 26, 0.8, -5, -0.5, 6, 0, 0.2
